Screening results deposited in PubChem by Southern Research Specialized Biocontainment Screening Center.
M. tuberculosis HTS – M. tuberculosis growth inhibition, HTS (AID 449762) | M. tuberculosis H37Rv growth inhibition, 7H9 media; higher % means a stronger effect | inhibition, % at 25 µM, or IC50 in µM where a hit was titrated | actives 0.59% (n = 330,000); in the data active means a potency from the dose series; inconclusive means inhibition above about 70% without an active follow-up result;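 further: bacterial growth assessed after seven days of incubation; strong numbers were not always called active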
M. tuberculosis – growth inhibition of non-replicating M. tuberculosis (AID 488890) | Mycobacterium tuberculosis non-replicating, growth inhibition; higher % means a stronger effect | inhibition, % at 25 µM, or IC50 in µM where a hit was titrated | actives 0.39% (n = 320,000); in the data active means a potency from the dose series; inconclusive means inhibition mostly from about 82% at the one dose, without a potency; inactive means the rest, 99 in 100 with inhibition below about 76%;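 further: plate controls were DMSO cells for no effect and high antibiotic wells for full effect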
inhibitors of VEEV – inhibitors of VEEV TC-83 cytopathic effect, confirmation, Vero cells (AID 588727). Vero cells, VEEV TC-83 cytopathic effect inhibition; higher % means a stronger effect. actives 0.13% (n = 350,000). inhibition, % at 20 µM, or IC50 in µM where a hit was titrated; in the data active means a potency from the dose series; inconclusive means inhibition mostly from about 14% at the one dose, without a potency; inactive means the rest, 99 in 100 with inhibition below about 12%; further: strong numbers were not always called active
PhoP GFP inhibition – PhoP regulon inhibitors, Salmonella typhi PhoP promoter GFP reporter, confirmatory (AID 1850); Salmonella Typhi PhoP-promoter GFP reporter, fluorescence, 4 h; higher % means a stronger effect; inhibition, % at 50 µM; hits with a dose series show IC50 in µM; actives 0.33% (n = 310,000); in the data active means a potency from the dose series; inconclusive means inhibition mostly from about 25% at the one dose, without a potency; inactive means the rest, 99 in 100 with inhibition below about 19%;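 further: 0% = induced wells with vehicle and 100% = uninduced wells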
H1N1 NS1A inhibition – H1N1 influenza NS1A inhibitors, functional cell based assay (AID 504329) | NS1A functional cell-based assay, percent inhibition; higher % means a stronger effect | inhibition, % at 12.5 µM, or IC50 in µM where a hit was titrated | actives 0.3% (n = 340,000); in the data active means a potency from the dose series; inconclusive means inhibition above about 27% without an active follow-up result; further: strong numbers were not always called active
inhibitors of VEEV 10K pilot screen – also measured in inhibitors of VEEV; calls as there; inhibition, %; measured here: 10K pilot screen inhibition
Starred values were filed as active, the others as inactive; i = inactive; ? = inconclusive; · = no result given.

SMILES | M. tuberculosis HTS | M. tuberculosis | inhibitors of VEEV | PhoP GFP inhibition | H1N1 NS1A inhibition | others
C=CCSc1nc(C)c(CCC(C)C)c(=O)[nH]1 | 0% | 61% | 1.8% | 1% | -3%
OC(CNCc1ccccc1)(c1ccccc1)c1ccccc1 | 2% | 2% | i | 3% | 2%
COc1ccccc1NS(=O)(=O)c1cccc(C(=O)OCc2nc3ccccc3s2)c1 | 1% | 2% | 2.2% | -7% | 17%
Cc1[nH]c2ccccc2c1C(=O)CN1CCSCC1 | 3% | -2% | 1.8% | -29% | 3%
CC(C)(C)C(=O)N1CCN(c2ncccc2C(F)(F)F)CC1 | 3% | -2% | i | -5% | 0%
Cc1cc(C(=O)CSc2nc(N)cc(=O)[nH]2)c(C)n1Cc1ccco1 | 1% | 21% | i | 4% | 18%
COc1ccccc1NC(=O)CCn1cccc1 | -5% | 20% | 2.2% | -6% | 8%
COc1ccc(-c2cc3nc(C)cc(N)n3n2)cc1 | 0% | 20% | 2.7% | 10% | 7%
Cc1cc(C)cc(NC2=NC3(CCCCC3)N=C(N)N2)c1 | -2% | 16% | 1.6% | 18% | -2%
COc1ccccc1N1CCN(/N=C\C(Br)=C\c2ccccc2)CC1 | 0% | 31% | 8.5% | 3% | 4%

In the list so far, these have an aryl methoxy group:
SMILES | M. tuberculosis HTS | M. tuberculosis | inhibitors of VEEV | PhoP GFP inhibition | H1N1 NS1A inhibition | others
COc1ccccc1NS(=O)(=O)c1cccc(C(=O)OCc2nc3ccccc3s2)c1 | 1% | 2% | 2.2% | -7% | 17%
COc1ccccc1NC(=O)CCn1cccc1 | -5% | 20% | 2.2% | -6% | 8%
COc1ccc(-c2cc3nc(C)cc(N)n3n2)cc1 | 0% | 20% | 2.7% | 10% | 7%
COc1ccccc1N1CCN(/N=C\C(Br)=C\c2ccccc2)CC1 | 0% | 31% | 8.5% | 3% | 4%

Next part
SMILES | M. tuberculosis HTS | M. tuberculosis | inhibitors of VEEV | PhoP GFP inhibition | H1N1 NS1A inhibition | others
COc1ccc(NC(=O)CC#N)cc1OC | 6% | -7% | 0.8% | -1% | 4%
NNC(=O)C1c2ccccc2Oc2ccccc21 | 2% | -9% | 0.3% | -1% | 2%
COC(=O)c1ccccc1S(=O)(=O)Nc1ccc(OC)nc1 | 0% | -5% | 3.3% | 1% | -1% | inhibitors of VEEV 10K pilot screen=0.5
CN1CCN(C(=O)C2=C[C@@H](c3csc4ccccc34)C[C@@H](OCCCCO)O2)CC1 | -2% | 13% | i | -4% | 5%
O=C1/C(=C/c2ccc(Cl)cc2)SC(=S)N1CCC(=O)N1CCCCC1CCO (centres undefined) | 2% | -2% | 13% | -4% | 4%
COc1cc(C2C(C#N)=C(N)Oc3cc(N(C)C)ccc32)cc2c1OCO2 (centres undefined) | 3% | 28% | i | -2% | 7%
CN(C)/C=C/C(=O)c1ccc(Cl)cc1 | 3% | 24% | 2.3% | -3% | 0%
Cc1ccc(S(=O)(=O)c2cc3ccccc3oc2=Nc2ccc3c(c2)OCO3)cc1 | 25% | 4% | 1.6% | 3% | 0%
COc1ccc(CN(Cc2ccccn2)S(=O)(=O)c2ccc(-n3cnnn3)cc2)cc1 | -7% | · | 3.1% | 11% | 4%
COc1ccccc1CN1C[C@@H]2C[C@@H](c3ccc4nsnc4c3)N3CCC[C@@]23C1=O | -6% | 43% | 5.9% | -5% | -12%

Nothing new here: an excerpt of the list.
SMILES | M. tuberculosis HTS | M. tuberculosis | inhibitors of VEEV | PhoP GFP inhibition | H1N1 NS1A inhibition | others
COc1ccccc1N1CCN(/N=C\C(Br)=C\c2ccccc2)CC1 | 0% | 31% | 8.5% | 3% | 4%
COc1ccc(NC(=O)CC#N)cc1OC | 6% | -7% | 0.8% | -1% | 4%
NNC(=O)C1c2ccccc2Oc2ccccc21 | 2% | -9% | 0.3% | -1% | 2%
COC(=O)c1ccccc1S(=O)(=O)Nc1ccc(OC)nc1 | 0% | -5% | 3.3% | 1% | -1% | inhibitors of VEEV 10K pilot screen=0.5
CN1CCN(C(=O)C2=C[C@@H](c3csc4ccccc34)C[C@@H](OCCCCO)O2)CC1 | -2% | 13% | i | -4% | 5%
O=C1/C(=C/c2ccc(Cl)cc2)SC(=S)N1CCC(=O)N1CCCCC1CCO (centres undefined) | 2% | -2% | 13% | -4% | 4%

Further structures
SMILES | M. tuberculosis HTS | M. tuberculosis | inhibitors of VEEV | PhoP GFP inhibition | H1N1 NS1A inhibition | others
CC1CCN(C(=S)c2cn(Cc3ccccc3F)c3ccccc23)CC1 | 1% | 8% | i | 3% | 5%
CCc1ccc(CN2CCC(CO)(CC3CCCCO3)CC2)o1 (centres undefined) | -1% | 11% | 1.2% | -16% | -11%
CC1(C)C(=O)OC(C(=O)c2ccccc2)C2(CCCCC2)C1=O (centres undefined) | 8% | 3% | 1.2% | -6% | -8%
O=C(CCn1c2c(c3ccccc31)CCCC2)NNC(=O)c1ccc([N+](=O)[O-])cc1 | ? | -11% | 3.7% | -10% | 4%
COc1ccc(C(=O)NCc2nnc(SCC(=O)Nc3nnc(C)s3)o2)cc1OC | -11% | 0% | 0.3% | 15% | 28%
COc1ccc(OC)c(CN2CCCC(C(=O)c3sccc3C)C2)c1 (centres undefined) | 7% | 20% | 5.0% | -3% | 9%
COc1ccc(C(=O)O)cc1NC(=S)NC(=O)CSc1ccc(Cl)cc1 | -1% | 11% | 1.4% | 0% | 8%
O=C(CN1CCC(O)(c2ccccc2)CC1)Nc1ccc2c(c1)OCCO2 | -5% | -7% | 0.6% | 5% | -6%
CCOc1ccc2[nH]cc(C(=O)O)c(=O)c2c1 | -6% | 0% | 0.6% | -10% | -1%
COC(=O)c1cc2c(n(Cc3ccccc3)c1=O)CCCC2=O | · | · | i | · | -2%
Cc1ccc2nc(N3C(=O)C(O)=C(C(=O)c4ccc(C)o4)C3c3ccco3)sc2c1 (centres undefined) | 3% | 53% | 0.9% | · | -3%
COc1ccccc1N1C(=O)CC(N2CCN(c3ccc(F)cc3)CC2)C1=O (centres undefined) | 1% | 12% | i | -5% | -19%
O=C(Cc1ccccc1)N1CCN(C2CCCC2)CC1 | -10% | -3% | i | -10% | 6%
COC1=CC(=O)[C@@]2([C@@H]1O)[C@@H](Cl)C[C@]13C(OC)=C(OC)C(=O)C[C@]21CCN3C | 7% | -3% | 0.2% | · | 2%
O=c1oc2ccc(C#CC3(O)CCCCC3)cc2cc1-n1cc(-c2ccccn2)nn1 | 5% | 18% | 0.6% | · | -2%
COc1cc(C(=O)Nc2sc(C(=O)N3CCOCC3)c(C)c2C#N)cc(OC)c1OC | -2% | -8% | 2.2% | 8% | 3%
CCOc1cc(-c2c(C)c(C)nc(N)c2C#N)ccc1O | -4% | -15% | 3.0% | -2% | -1%
CC(=O)N1c2ccc(S(=O)(=O)NCC3CCC(C(=O)NCc4ccc(C)o4)CC3)cc2CC1C (centres undefined) | -4% | 8% | 3.9% | 2% | 2%
CC(C)N1C(=O)CCC1C(=O)N1CCC2(CC1)OCCO2 (centres undefined) | 1% | 9% | 3.5% | -13% | 0% | inhibitors of VEEV 10K pilot screen=0.8
COc1cc(-c2nnc3n2CCCCC3)cc(OC)c1OC | 8% | 0% | 1.1% | 7% | -21%
O=C(c1ccc(F)cc1F)N(Cc1ccccn1)Cc1ccco1 | -5% | 15% | i | -5% | -3%
Cc1ccccc1S(=O)(=O)Cc1ccc(C(=O)N(C)C2CCCCC2)o1 | 1% | 14% | 0.9% | -2% | 4%
Cc1cc(C)c2c(=O)n(CC(=O)NC3CCCC3)sc2n1 | -5% | · | 24% | 9% | 20%
CC#CCCCC(=O)Nc1cc(OC)nc(OC)n1 | 3% | 53% | 0.7% | 4% | -11%
CN=C1S/C(=C\c2ccc(OCC(=O)OC)c(OC)c2)C(=O)N1C | ? | i | 1.7% | -3% | 3%
COC(=O)c1c[nH]c(=S)n1Cc1ccccc1 | · | · | i | · | -14%
O=C(Nc1cccc(F)c1)c1ccc(S(=O)(=O)N2CCCC2)cc1 | -22% | · | 9.7% | -7% | 0%
COc1cc(/C=N/NC(=S)Nc2cccnc2)cc(OC)c1O | 5% | -16% | 0.2% | 0% | 6%
CCS(=O)(=O)N1CCC2(CC1)OCCN2S(=O)(=O)c1ccc(C)cc1 | -4% | -1% | 0.9% | 4% | -12%
CCCN(CC(=O)Nc1ccc(Cl)cc1Cl)C(=O)c1ccc(=O)[nH]c1 | -3% | -5% | 4.4% | -5% | -10%
Nc1nc(-c2ccccc2)c(-c2ccccc2)s1 | -9% | -14% | 0.7% | 4% | 5%
Cc1cccc(-n2c(O)c(C=NCCCN3CCOCC3)c(=O)[nH]c2=O)c1C | -5% | 0% | 0.7% | 6% | 7%
O=C(Cc1ccc(Cl)cc1)Nc1cccc(S(=O)(=O)Nc2ccccc2F)c1 | 3% | 3% | 2.1% | -4% | -8%
CCOC(=O)c1c(C)[nH]c(C(=O)COC(=O)C23CC4CC(CC(Cl)(C4)C2)C3)c1C | -19% | 1% | 3.4% | -4% | -6%
NC(=O)NCc1cccnc1 | -6% | -12% | 0.7% | -2% | -2% | inhibitors of VEEV 10K pilot screen=0.7
CCOC(=O)CS(=O)(=O)c1nc(-c2ccc(F)cc2)cc(C(F)(F)F)n1 | ? | ? | 9.4% | -2% | 2%
Cc1ccc(S(=O)(=O)N/N=C/c2ccc(O)c(O)c2)cc1[N+](=O)[O-] | -10% | -12% | 0.4% | 3% | 1%
CCOc1ccccc1-n1nnnc1SCC(=O)NC(=O)Cc1ccccc1 | · | · | 2.7% | · | -8%
Cc1cc(C(=O)Nc2ncn[nH]2)ccc1[N+](=O)[O-] | -4% | -28% | 0.5% | -3% | -19%
CN(c1ccc(C(=O)NCC2CCCO2)cc1)S(C)(=O)=O (centres undefined) | -5% | 3% | 0.4% | 16% | 5%
CCOc1nc(NC(=O)NS(=O)(=O)Oc2ccccc2Cl)nc(-c2ccccc2)n1 | -7% | -5% | 2.2% | 11% | 4%
Nc1nc2c(nc(N3CCCCC3)n2[C@@H]2O[C@H](CO)[C@@H](O)[C@H]2O)c(=O)[nH]1 | -15% | -27% | i | 2% | -2%
Nc1ccc(Oc2ccc3nc(-c4ccccc4)c(-c4ccccc4)nc3c2)cc1 | 48% | 7% | 6.6% | 0% | 12%
Cc1nn(CC2CC2)c(=O)n1-c1ccc(Cl)cc1 | -9% | -9% | i | 7% | 7%
COc1ccc(N2CCN(C(=O)c3ccc(C)cc3Cl)CC2)cc1 | -5% | 31% | 0.4% | 19% | 4%
COc1ccc2c(COC(=O)CNS(=O)(=O)c3ccc(C)c(C)c3)cc(=O)oc2c1 | -14% | -8% | 1.3% | · | 0%
C/C(=N\O)c1ccc(Cl)cc1Cl | 3% | 2% | i | 4% | 2%
CCCc1cc(C(=O)NCCc2ccccc2)no1 | -1% | 10% | 0.0% | 9% | -2%
Oc1ccc(/C=N/NC(=S)NCCN2CCOCC2)c(O)c1 | 2% | 39% | 1.6% | 5% | 6.6µM*
CCNC(=O)/C(=C/c1ccc2c(c1)OCO2)NC(=O)c1ccc(Br)cc1 | -10% | -9% | 3.9% | 2% | -2%
Other entries follow.
SMILES | M. tuberculosis HTS | M. tuberculosis | inhibitors of VEEV | PhoP GFP inhibition | H1N1 NS1A inhibition | others
CCN(CC(=O)Nc1ccc2c(c1)OCCO2)C(=O)CN1C(=O)NC(C)(c2ccc(C)cc2)C1=O (centres undefined) | -4% | 19% | i | · | 5%
Cc1nc(NC(=O)c2ccccc2[N+](=O)[O-])sc1C(=O)N(C)C | 1% | 3% | i | -5% | -3%
CC(C)C(c1nnnn1Cc1ccc2c(c1)OCO2)N1CCN(C)CC1 (centres undefined) | -8% | 4% | 0.6% | -9% | -2%
Fc1ccc(-[n+]2nc(Nc3ccccc3)sc2-c2c(Cl)cccc2Cl)cc1 | ? | ? | 1.4% | 7% | 51µM*
Cc1nc(C(=O)NCC(=O)c2ccc(Cl)cc2)c(C(F)(F)F)o1 | -10% | 75% | 0.5% | -2% | 10%
CCN(CC)CC#CCC(O)(c1ccccc1)C1CCCCC1 (centres undefined) | 8% | 32% | i | -22% | -8%
O=C(O)c1ccc(Cn2cnc3cccnc32)cc1 | -2% | -17% | 1.5% | 0% | 0%
